# Source: PubChem
# TDP1 block – qHTS Assay for Inhibitors of Tyrosyl-DNA Phosphodiesterase (TDP1); Tyrosyl-DNA phosphodiesterase 1 (Homo sapiens), Q9NUW8; Potency, µM (top dose mostly 130 µM), inactives show at the highest dose activity change, negative = inhibition, most hits filed as inhibitors; recombinant TDP1, AlphaScreen DNA substrate cleavage; AID 485290, 2010; 0.28% of 350,000 active; further: nearly all actives have a fitted effect of over 40% in size
# Target sequence (Q9NUW8 whole entry, looked up): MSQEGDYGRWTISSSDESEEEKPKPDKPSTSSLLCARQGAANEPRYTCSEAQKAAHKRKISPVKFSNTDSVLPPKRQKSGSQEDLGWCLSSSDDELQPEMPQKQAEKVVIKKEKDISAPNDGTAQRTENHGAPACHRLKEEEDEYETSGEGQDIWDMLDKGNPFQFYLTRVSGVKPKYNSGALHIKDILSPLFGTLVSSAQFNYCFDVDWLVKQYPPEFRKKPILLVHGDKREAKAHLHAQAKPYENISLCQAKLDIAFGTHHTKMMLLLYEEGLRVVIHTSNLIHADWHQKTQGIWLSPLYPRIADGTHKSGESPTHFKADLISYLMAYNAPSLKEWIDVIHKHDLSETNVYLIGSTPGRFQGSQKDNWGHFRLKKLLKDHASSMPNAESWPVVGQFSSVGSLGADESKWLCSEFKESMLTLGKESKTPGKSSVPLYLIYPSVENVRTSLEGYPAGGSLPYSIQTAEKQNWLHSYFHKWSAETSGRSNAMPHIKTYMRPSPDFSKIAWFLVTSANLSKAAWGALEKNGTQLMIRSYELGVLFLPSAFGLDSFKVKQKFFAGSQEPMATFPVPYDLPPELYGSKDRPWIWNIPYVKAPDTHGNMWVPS
#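 Recombinant E. coli-expressed Tdp1 (1 nM) preincubated with compound 15 min at RT, then 5'-biotin/3'-phosphotyrosine-FITC DNA substrate (15 nM) added for 5 min. AlphaScreen beads (10 ug/ml) added, 10 min RT; tyrosine-FITC cleavage read as signal loss.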
# TDP1 cell noCPT – qHTS for Inhibitors of human tyrosyl-DNA phosphodiesterase 1 (TDP1): qHTS in cells in absence of CPT; AID 686978, 2013; 15% of 420,000 active; Potency, µM (series often up to 46.2 µM), for inactives: top-dose activity change, negative = growth inhibition, usual class: inhibitors; DT40 Tdp1-/- hTDP1 cells, no CPT, ATP luminescence, 48 h; further: nearly all actives have a fitted effect of over 55% in size
#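 Luminescent ATP content (CellTiter-Glo) served as the growth readout. Knockout chicken DT40 cells expressing human TDP1 were exposed to compounds without camptothecin for a minimum 48 hr at 37 °C.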
# DT40 TDP1 CPT – qHTS for Inhibitors of human tyrosyl-DNA phosphodiesterase 1 (TDP1): qHTS in cells in presence of CPT | chicken DT40 Tdp1-/-;hTDP1 cells + 20 nM CPT, ATP luminescence, 48 h | Potency, µM (doses to about 46.2 µM), inactives show top-dose activity change, negative = growth inhibition, hits mostly inhibitors | 12% of 420,000 active; further: nearly all actives have a fitted effect of over 55% in size
#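 Cell growth measured by CellTiter-Glo luminescence after a minimum 48 h, 37 C compound exposure with 20 nM CPT in Tdp1-knockout DT40 cells stably expressing hTDP1, seeded 400/well; qHTS titration format.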
# An asterisk follows results filed as active; u = inconclusive; x = not tested or not shown; & = joins results of further samples; [ ] = dose if it differs, or a comment. The call rests on the fitted dose curve; in most records, active means well fitted curve in the direction sought with a large enough effect; inconclusive means small, poorly fitted or top-dose-only effect, or another doubt; inactive means no such curve, though single readings can be large; an effect the other way counts as inactive or inconclusive. On the % scale 0 is the no-effect control and ±100 the full control effect; potency means the concentration at half of the fitted maximal effect.
# Values run as follows: TDP1 block, DT40 TDP1 CPT, TDP1 cell noCPT
Cc1ccc(S(=O)(=O)N(CCC(=O)NCc2ccccc2F)c2ccccc2)cc1
  1%, u, u
CCC1Nc2ncnc(N3CCN(c4ccccn4)CC3)c2N(Cc2ccc(Cl)cc2)C1=O (centres undefined)
  3%, u, u
NC(=O)c1ccc[n+](CC(=O)c2ccc(Br)cc2)c1
  -5%, -20%, u
Cc1ccc(C)c(SCC(=O)N(C)C2CCS(=O)(=O)C2)c1 (centres undefined)
  0%, -6%, 2%
CC(=O)N1CCC(N(Cc2ccc(C)o2)C(=O)Nc2ccc(C)cc2)CC1
  2%, 2%, -18%
CCOC(=O)Cn1c(C)cc(=O)c2cccc(C)c21
  0%, -11%, -6%
CC(C)=CCN1CCN(Cc2coc3ccc(C)cc3c2=O)CC1CCO (centres undefined)
  3%, 47%[activator], 8%
COc1ccc(NC(=O)c2oc3ccccc3c2NC(=O)c2cc(=O)c3cc(Cl)ccc3o2)cc1
  -1%, 4%, -11%
Cc1ccc2c(CNC3CCCCC3)c(C(=O)O)n(Cc3ccc(F)cc3)c2c1
  5%, -20%, u
Cc1ccc(NC(=O)c2cc(S(=O)(=O)Nc3ccc(C)cc3)cs2)cc1
  x, 23µM*, 23µM*
C#CCOCCOCCOCCNc1nc(N2CCOCC2)nc(N2CCN(C(=O)CCCCCCCCCCNC(=O)[C@H]([C@@H](C)CC)n3cc(CCCCN=C(N)N)nn3)CC2)n1
  4%, -14%, -11%
CCCNC(=O)C1(C)CCCN(Cc2cccc(Oc3ccccc3)c2)C1 (centres undefined)
  x, u, u
COc1cc(-c2cc3nc(NCCN(C)C)ccn3n2)cc(OC)c1OC
  x, -19%, -21%
COc1cccc(C(C(=O)NCc2ccccc2)N(C(=O)c2csnn2)C2CC2)c1 (centres undefined)
  9%[0.0935 µM], u, u
CCc1ccc(-c2csc3nc[nH]c(=O)c23)cc1
  x, -12%, -26%
Cc1ccc(NC(=O)c2ccc(OCC3CCCO3)cc2)cc1 (centres undefined)
  -2%, u, u
CCCC(=O)N1CCC1(C)C(=O)Nc1ccc(C)c(C)c1 (centres undefined)
  x, u, u
CCOc1ccccc1N(C)C(=O)c1cn(CC)c(=O)c2cc(OC)c(OC)cc12
  x, u, u
CCc1ccc(C2c3c(-c4ccccc4O)n[nH]c3C(=O)N2Cc2ccncc2)cc1 (centres undefined)
  5%, 15µM*, 13µM*
C[C@H](CO)N1C[C@H](C)[C@@H](CN(C)S(=O)(=O)c2ccc(Oc3ccccc3)nc2)OCc2cnnn2CCCC1=O
  x, 4%, -4%
O=C(/C=C/c1ccc(Cl)c(Cl)c1)NCCCn1ccnc1
  8%, 16%, -1%
COC(=O)c1ccccc1NC(=O)CSc1n[nH]c(CC(C)C)n1
  7%, 1%&-1%, u
CCOc1ccc(CCNC(=O)CN2C(=O)NC3(CCCCC3)C2=O)cc1OCC
  3%, -14%, 12%
O=C(CCCN1C(=O)c2cccc3cccc(c23)C1=O)N1CCN(c2ccccc2)CC1
  3%, u, u
CCOC(=O)CSc1nc2ccc(NC(=O)CSc3nnnn3Cc3ccccc3)cc2s1
  -3%, -14%, -13%
Cc1ccc(/C=C/C(=O)NC(=S)N2CCN(C)CC2)cc1
  -1%, -2%, -1%
Cn1c(=O)c2c(n3c4ccccc4nc13)NC(=O)CC2c1ccccc1F (centres undefined)
  9%, u, u
COc1cc(/C=N/Nc2ccc(C(F)(F)F)cn2)cc(OC)c1O
  0%, u, 18µM*
Cc1ccc(OCC(=O)NNC(=O)CSC(=S)N2CCCC2)cc1
  x, 11%, 7%
CCOc1ccccc1NC(=O)C1=C(C)Nc2ncnn2C1c1cccs1 (centres undefined)
  -1%, -3%, u

# Next part; it opens with the five that closed the last part.
# Values run as follows: TDP1 block, DT40 TDP1 CPT, TDP1 cell noCPT
Cc1ccc(/C=C/C(=O)NC(=S)N2CCN(C)CC2)cc1
  -1%, -2%, -1%
Cn1c(=O)c2c(n3c4ccccc4nc13)NC(=O)CC2c1ccccc1F (centres undefined)
  9%, u, u
COc1cc(/C=N/Nc2ccc(C(F)(F)F)cn2)cc(OC)c1O
  0%, u, 18µM*
Cc1ccc(OCC(=O)NNC(=O)CSC(=S)N2CCCC2)cc1
  x, 11%, 7%
CCOc1ccccc1NC(=O)C1=C(C)Nc2ncnn2C1c1cccs1 (centres undefined)
  -1%, -3%, u
CCOC(=O)c1cccc(Nc2ncnc3ccccc23)c1
  7%, u, 13µM*
Cc1ccccc1NC(=O)C1Cc2ccccc2CN1C(=O)c1ccco1 (centres undefined)
  2%, -16%, -22%
Cc1cc(NC(=O)CN2C(=O)NC(CC(C)C)C2=O)ccc1Br (centres undefined)
  -3%, -27%, u
CCOc1ccccc1-n1c(SCC(=O)N2CCCc3ccccc32)nnc1-c1cccnc1
  1%, u, u
CC(=O)NS(=O)(=O)c1ccc(NS(=O)(=O)c2ccc(F)cc2)cc1
  7%, 3%, -1%
CNC(=O)COc1ccc(NC(=O)CCn2nc(-c3ccc(C)cc3)c3ccccc3c2=O)cc1
  0%, u, 21µM*
Cc1c(Cl)cccc1NC(=O)Cn1c(CCC(=O)O)ccc1-c1ccc(Cl)cc1
  x, u, -26%
COc1ccc(NC(=O)CSc2nc(-c3cccc(C)c3)[nH]c2-c2ccccc2)cc1OC
  10%, 9.2µM*, 6.5µM*
CN(C(=O)Cn1cc(S(=O)(=O)N2CCN(c3ccccc3F)CC2)c2ccccc2c1=O)c1ccc(Cl)cc1
  2%[12.3 µM], -28%, -30%
Cc1ccc(CN2CCN(Cc3c(C)nn(-c4ccc(F)cc4)c3C)CC2CCO)o1 (centres undefined)
  5%, -21%, -7%
Cc1ccc(S(=O)(=O)NCCC(=O)Nc2nccs2)cc1
  0%, 13%, -14%
CC1(C)Cc2c(sc3c2C(=O)N(c2ccccc2)C2=NCCN23)CS1
  -4%, 1%, -20%
NC(=S)N/N=C/c1ncc(C(F)(F)F)cc1Cl
  7%, 0.41µM*, 0.52µM*
Cc1noc(NS(=O)(=O)c2ccc(N/C=C\C(=O)c3cccc4ccccc34)cc2)c1C
  6%, u, u
COc1ccccc1Oc1ccc(NC(=O)Cc2ccccc2)cc1
  x, -9%, -26%
Cc1ccc(NC(=S)NC(=O)C2CCCC2)cc1C
  -6%, u, u
COC(=O)c1c(NC(=O)CN2CCN(c3ccccc3OC)CC2)c2cc(C)ccc2n1C
  1%, 5%, -6%
O=c1[nH]c(-c2ccccn2)cc2ccccc12
  8%, -28%, -21%
Cc1ccc(/C(O)=C2\C(=O)C(=O)N(Cc3cccnc3)C2c2ccccc2[N+](=O)[O-])cc1 (centres undefined)
  -4%, 2%, -16%
CC(Oc1ccc2c3c(c(=O)oc2c1)CCC3)C(=O)NCC1CCC(C(=O)O)CC1 (centres undefined)
  x, 2%, 3%
COc1ccccc1CNc1ccc(-c2nc(-c3ccccn3)no2)cc1[N+](=O)[O-]
  9%, -18%, u
CC(=O)N1CCc2cc(S(=O)(=O)Nc3cccc(C(F)(F)F)c3)ccc21
  4%, 18µM*, 21µM*
CN(C)c1cccc(C(=O)OC(C(=O)Nc2ccc(Cl)cc2C(F)(F)F)c2ccccc2)c1 (centres undefined)
  5%, u, u
COc1ccc(S(=O)(=O)N2CCOCC2)cc1C(=O)N1CCCCC1
  2%, -6%, -2%
Cc1cc(S(=O)(=O)NC2CC(C)(C)NC(C)(C)C2)c(Cl)cc1Cl
  x, u, u
O=C(Nc1ccc([N+](=O)[O-])cc1)c1ccccc1
  x, -2%, -15%
Cc1ccc(S(=O)(=O)NC2=NCCCCC2)cc1
  -1%, 8%, 0%
CSc1nc2cc(F)c(F)cc2n1C
  -1%, 12%, 10%
CC(=O)c1ccc(N2CCN(CC(=O)Nc3ccc4c(c3)OCCO4)CC2)cc1
  4%, -3%, -29%
CC(=O)Nc1ccc(-c2ccnc3c2CC(C(=O)NCC2CC2)O3)cc1 (centres undefined)
  x, 13µM*, 8.2µM*
CC(C)C[C@@H](CNCC(=O)[C@H](Cc1c[nH]c2ccccc12)NC(=O)c1[nH]cnc1C(=O)N[C@H](CN)CC(C)C)NC(=O)c1nc[nH]c1C(=O)N[C@@H](CC(=O)O)C(=O)O
  x, 1%, -1%
O=C(NCCC1=CCCCC1)c1cc(S(=O)(=O)N2CCCCC2)ccc1Cl
  x, u, u
CCOC(=O)CNC(=O)Nc1cccc(Cl)c1C
  0%, 6%, -12%
O=C(Cc1ccccc1)N1CCCC(c2nc(-c3cccs3)no2)C1 (centres undefined)
  -3%, -25%, -10%
O=C1C=C(Nc2cccnc2)c2ccccc2C1=O
  x, 7.3µM*, 7.3µM*
CCC1(C)Cc2ccccc2-c2[nH][nH]c(=O)c21 (centres undefined)
  0%, 1%, -21%
Cc1c(N(C(=O)c2ccccn2)C2(C(=O)NC3CCCCC3)CCCCC2)c(=O)n(-c2ccccc2)n1C
  3%, 12%, 0%
CC(=O)c1ccc(Sc2ccccn2)c([N+](=O)[O-])c1
  3%, -3%, -9%
O=C(Nc1ccc(F)cc1)c1ccc(S(=O)(=O)N2CCCC2)cc1
  x, 2%, u
Cc1ccc(S(=O)(=O)N2CC(O)CC2C(=O)O)cc1 (centres undefined)
  x, 1%, -1%
CC1CCC2(CC1)NC(=O)N(CC(=O)Nc1cccc(S(=O)(=O)N(C)c3ccccc3)c1)C2=O (centres undefined)
  x, 18µM*, 29µM*
NS(=O)(=O)c1ccc(CCNS(=O)(=O)c2ccc3c(c2)NC(=O)CO3)cc1
  2%, 6%, 0%
CCOC(=O)c1ccccc1NC(=O)COC(=O)C1CCN(S(=O)(=O)c2ccccc2C(=O)OC)CC1
  x, -11%, -19%
C[C@H](CO)N1C[C@H](C)[C@@H](CN(C)CC2CCCCC2)Oc2c(NC(=O)CCC(F)(F)F)cccc2C1=O
  3%, 21µM*, 15µM*
Cc1nc2ccn(Cc3ccccc3)c(=O)c2cc1C(=O)N1CCN(c2ccccc2F)CC1
  3%, u, u
CCN(c1cccc(C)c1)S(=O)(=O)c1ccc(-c2coc(C)n2)cc1
  3%, u, u
CC(=O)c1ccc(NC(=O)C(Cc2ccccc2)NC(=O)c2ccco2)cc1 (centres undefined)
  1%, u, u
COc1cccc(OCc2nc3ccccc3n2CCOc2ccccc2)c1
  -5%, u, u
COc1ccc(NC(=O)CN(C)C(=O)c2cn(-c3ccccc3)nc2-c2ccc(Cl)cc2)cc1
  7%, u, 15µM*
CCOC(=O)c1c(CC(C)C)csc1NC(=O)COC(=O)c1cnc(C)cn1
  x, -5%, 9%
Cc1ccc(S(=O)(=O)N(C)C)cc1NC(=O)C(C)NC(C)c1cccs1 (centres undefined)
  5%, u, -24%
Cc1nc(SCC(=O)Nc2cccc(C(=O)O)c2)n[nH]1
  0%, 0%, 14%
Fc1ccc(Nc2nc(NCc3cccs3)nc3ccsc23)cc1
  x, u, 21µM*
O=C(c1ccco1)N1CCCN(Cc2nc(-c3cccs3)no2)CC1
  9%, -5%, -8%
CSc1nsc(SCC(=O)Nc2ccccc2)n1
  1%, -6%, u
Cc1ccc(NC2=CC(=O)C(=O)c3ccccc32)c(C)c1
  0%[56.1 µM], 4.6µM*, 18µM*
COc1ccc(CN2C(=O)c3ccccc3C2c2nnnn2-c2ccc3c(c2)OCCO3)cc1OC (centres undefined)
  x, 15µM*, 21µM*
CCn1c(C)nnc1SCC(=O)Nc1cccc(C(F)(F)F)c1
  4%, 0%, 7%
CC1(c2ccccc2Cl)NC(=O)N(CC(=O)NCc2ccc3c(c2)OCO3)C1=O (centres undefined)
  3%, 4%, -22%
CCN(CC)C(=O)CSc1nc2ccc(NC(=O)CSc3nccn3C)cc2s1
  3%, -29%, 16µM*
CC(=O)/C(C#N)=C1\NC(=O)C(Cc2ccccc2C)S1 (centres undefined)
  x, u, 2.3µM*
CCc1ccccc1NC(=O)Nc1cc(C(=O)NCc2cccc(F)c2)ccc1N1CCCC1
  1%, 3.3µM*, 2.6µM*
Cn1c(-c2ccc3c(c2)OCO3)cnc1NCc1cccc(O)c1
  -13%, -19%, u

# Fetched one by one from the entries so far, two records:
# Values run as follows: TDP1 block, DT40 TDP1 CPT, TDP1 cell noCPT
CCC1(C)Cc2ccccc2-c2[nH][nH]c(=O)c21 (centres undefined)
  0%, 1%, -21%
CCc1ccccc1NC(=O)Nc1cc(C(=O)NCc2cccc(F)c2)ccc1N1CCCC1
  1%, 3.3µM*, 2.6µM*
